A549 viability = A549 cytotoxicity, counter-screen for Nrf2 inhibitors | A549 ARE-Fluc cells, CellTiter-Fluor viability, 18-24 h | Potency, µM (series often up to 46 µM), inactives show at the highest dose activity change, negative = cytotoxicity, usual class: inhibitors | 0.16% of 390,000 active | AID 504648; note: % is set by controls: 0 for no effect and ±100 for the full control effect
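A549 ARE-Fluc cells in 5% FBS OPTI-MEM, 5000 cells/well, rested 2 h then exposed to compounds in concentration-response for 18-24 h at 37 °C. Viability by CellTiter-Fluor fluorescence (Ex 405/Em 525) after 30 min; luciferase luminescence (BugLite, 15 min, RT) read afterwards.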
HepG2 viability = HepG2 cytotoxicity, counter-screen for TGF-b inhibitors; HepG2 CAGA-GFP viability, ATP luminescence, 18 h; 0.76% of 410,000 active; AID 588856; Potency, µM (titrated, usually from 46.1 µM), for inactives: at the highest dose activity change, negative = cytotoxicity, usual class: cytotoxic; note: some results filed as inactive show a strong effect at the top dose
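CellTiter-Glo luminescence gave cytotoxicity after 18 hours at 37 degrees C. The cells were HepG2 CAGA-GFP in 1% FBS DMEM, stimulated with 500 pg/mL TGF-beta after compound addition. %Activity was normalised to no-cell wells (complete cell-killing) and DMSO (no toxicity), and curves were fitted and classified.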
ATXN viability = cell viability loss in ATXN counter-screen; Potency, µM (top dose mostly 56.7 µM), most hits filed as cytotoxic; 0.49% of 400,000 active; S2 cells (HEK-293 line with an ATXN2-luciferase reporter) viability, CellTiter-Fluor protease fluorescence, 24 h; note: nearly all actives have a fitted effect of over 40% in size
MCF10A rerep = DNA re-replication induction in MCF 10a cells | MCF 10A DNA re-replication, Hoechst nuclear intensity, 48 h | Potency, µM (top dose mostly 46.1 µM), without a hit: at the highest dose activity, positive = re-replication, most hits filed as activators | 2.9% of 350,000 active | AID 624296; note: % of control where 0% means no effect; nearly all actives have a fitted effect of over 50% in size
EPAC2 antag = antagonists of human EPAC2 | 0.18% of 360,000 active | AID 720708 | Q8WZA2 | EPAC2 GEF exchange of Rap1B-BODIPY-GDP, fluorescence | Potency, µM (titrated, usually from 114 µM), without a hit: at the top dose activity, negative = inhibition, hits mostly inhibitors; note: % is set by controls: 0 for no effect and ±100 for the full control effect; nearly all actives have a fitted effect of over 45% in size; many of its hits are not listed in these tables
Target sequence (Q8WZA2 whole entry, looked up): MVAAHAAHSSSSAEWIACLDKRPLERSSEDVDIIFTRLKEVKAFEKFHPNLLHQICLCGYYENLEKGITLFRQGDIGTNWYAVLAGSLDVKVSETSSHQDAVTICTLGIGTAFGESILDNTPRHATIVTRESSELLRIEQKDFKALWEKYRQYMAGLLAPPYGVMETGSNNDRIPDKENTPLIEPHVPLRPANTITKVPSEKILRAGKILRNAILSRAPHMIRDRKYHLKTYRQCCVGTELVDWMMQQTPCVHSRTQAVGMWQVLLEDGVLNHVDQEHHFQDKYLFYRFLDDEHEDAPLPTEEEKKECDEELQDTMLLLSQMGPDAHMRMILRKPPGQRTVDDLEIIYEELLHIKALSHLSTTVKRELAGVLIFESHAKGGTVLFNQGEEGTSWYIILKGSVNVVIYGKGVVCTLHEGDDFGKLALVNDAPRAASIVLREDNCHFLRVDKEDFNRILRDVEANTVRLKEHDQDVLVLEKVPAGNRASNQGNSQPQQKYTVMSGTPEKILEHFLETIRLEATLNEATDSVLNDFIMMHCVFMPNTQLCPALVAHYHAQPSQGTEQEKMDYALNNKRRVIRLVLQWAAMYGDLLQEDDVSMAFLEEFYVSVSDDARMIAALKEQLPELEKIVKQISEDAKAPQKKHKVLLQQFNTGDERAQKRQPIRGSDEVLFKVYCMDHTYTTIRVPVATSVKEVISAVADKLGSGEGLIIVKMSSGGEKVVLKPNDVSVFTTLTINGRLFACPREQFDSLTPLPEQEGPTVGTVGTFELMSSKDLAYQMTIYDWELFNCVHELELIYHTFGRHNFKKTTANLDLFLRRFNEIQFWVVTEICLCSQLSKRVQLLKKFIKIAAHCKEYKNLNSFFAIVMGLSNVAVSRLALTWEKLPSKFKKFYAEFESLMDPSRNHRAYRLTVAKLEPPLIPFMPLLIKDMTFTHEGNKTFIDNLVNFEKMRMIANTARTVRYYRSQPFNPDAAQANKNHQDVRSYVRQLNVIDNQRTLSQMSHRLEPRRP
ATXN2 expr inh = reduces ATXN2 reporter expression in HEK-293 cells; HEK-293 ATXN2-luciferase reporter, luminescence, 24 h; Potency, µM (top dose mostly 57 µM), for inactives: at the highest dose activity change, negative = inhibition, actives largely listed as inhibitors; 0.72% of 360,000 active; note: % is set by controls: 0 for no effect and ±100 for the full control effect; nearly all actives have a fitted effect of over 55% in size
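qHTS (up to 57 uM final) was run with 24 h compound exposure of reporter cells at 37 °C. Each well was multiplexed: SteadyGlo luminescence measured ATXN2-luciferase expression after a fluorogenic Gly-Phe-AFC viability readout (25 uM final).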
TGFb inhibitor = inhibitors of TGF-b signaling; 1.2% of 410,000 active; AID 588855; Potency, µM (doses to about 46.1 µM), for inactives: top-dose activity, negative = inhibition, hits mostly inhibitors; HepG2 CAGA-GFP TGF-b/SMAD3 reporter, GFP fluorescence, 18 h; TGF-beta stimulated, 500 pg/mL final; note: % is set by controls: 0 for no effect and ±100 for the full control effect; nearly all actives have a fitted effect of over 65% in size
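Inhibition of TGF-beta-driven CAGA-GFP reporter expression in HEPG2 cells is measured by cellular GFP fluorescence after 18 h stimulation with 500 pg/mL recombinant TGF-beta in 1% FBS medium at 37 degrees C.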
Nrf2 activator = activates Nrf2 signaling; 0.31% of 410,000 active; Potency, µM (titrated, usually from 46.1 µM), without a hit: top-dose activation, most hits filed as activators; AREc32 ARE-luciferase reporter (MCF7-derived line), luminescence, 24 h; note: % of control where 0% means no effect; nearly all actives have a fitted effect of over 65% in size
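AREc32 cells carrying an ARE-driven firefly luciferase, 1000 cells/well in OPTI-MEM with 5% FBS, dosed after overnight attachment and incubated 24 hr at 37 deg C. Steady-Glo luminescence read after 30 min at RT.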
Nrf2 inh = Nrf2 pathway inhibition; A549 ARE-Fluc reporter, luciferase luminescence, 18-24 h; Potency, µM (series often up to 46 µM), inactives show top-dose activity change, negative = inhibition, usual class: inhibitors; 2.1% of 360,000 active; AID 504444; note: % is set by controls: 0 for no effect and ±100 for the full control effect; nearly all actives have a fitted effect of over 60% in size
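Cells were seeded and rested 2 h, then exposed to compounds for 18-24 h. CellTiter-Fluor was read first as a viability measure. BugLite was added 15 min before the final luminescent read of ARE-luciferase activity in A549 cells.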
* marks the source's active call; other numbers are inactive results; [ ] = remark or other dose. Calls come from the whole dose curve; as a rule, active = well fitted curve in the direction sought with a large enough effect; inconclusive = small, poorly fitted or top-dose-only effect, or another doubt; inactive = no such curve, though single readings can be large; an effect the other way counts as inactive or inconclusive. Potency is the fitted concentration of half-maximal effect.

Results for CCCOC(=O)C1C2c3ccccc3C(c3ccccc32)C1C(=O)O (centres undefined) ?
A549 viability: 3%; HepG2 viability: 6%; ATXN viability: inactive; MCF10A rerep: -3%; EPAC2 antag: 9%; ATXN2 expr inh: 21%; TGFb inhibitor: inconclusive; Nrf2 activator: -0.8%; Nrf2 inh: 0%

What do the screens show for `CC1(C)C2CC=C(CN3CCOCC3)C1C2` (centres undefined)?
A549 viability: -2%; HepG2 viability: -5%; ATXN viability: inactive; MCF10A rerep: 5%; EPAC2 antag: 0%; ATXN2 expr inh: -1%; TGFb inhibitor: -11%; Nrf2 activator: -0.1%; Nrf2 inh: 5%

How did CCOC(=O)c1c(C)n(Cc2ccccc2)c2ccc(OCC(O)Cn3nc(C)nc3C)cc12 (centres undefined) do in these assays?
A549 viability: -9%; HepG2 viability: -25%; ATXN viability: inactive; MCF10A rerep: 10%; EPAC2 antag: -21%; ATXN2 expr inh: inconclusive; TGFb inhibitor: 0%; Nrf2 activator: 2.4%; Nrf2 inh: inconclusive

Results for Cc1cc(C(=O)Nc2ccccc2)nn1C(C)(C)C ?
A549 viability: 2%; HepG2 viability: -63%; ATXN viability: inactive; MCF10A rerep: 0%; EPAC2 antag: 6%; ATXN2 expr inh: 40%[activator]; TGFb inhibitor: -6%; Nrf2 activator: 0.1%; Nrf2 inh: inconclusive

What do the screens show for `O=c1c2cc(N3CCOCC3)ccc2[nH]c(=S)n1Cc1ccc(Cl)cc1`?
A549 viability: -12%; HepG2 viability: 1%; ATXN viability: inactive; MCF10A rerep: 2.6µM*; EPAC2 antag: 0%; ATXN2 expr inh: 47%[activator]; TGFb inhibitor: 0%; Nrf2 activator: 5.9%; Nrf2 inh: -4%

What do the screens show for `CCOC(=O)c1c(N)n(Cc2ccco2)c2nc3ccccc3nc12`?
A549 viability: 1%; HepG2 viability: -4%; MCF10A rerep: 582%[0.0737 µM]; EPAC2 antag: 9%; ATXN2 expr inh: -6%; TGFb inhibitor: -5%; Nrf2 activator: 3.8%; Nrf2 inh: 1%

How did O=C(O)C1C2c3ccccc3C(=O)C1(C(=O)O)c1ccccc12 (centres undefined) do in these assays?
A549 viability: -5%; HepG2 viability: -4%; ATXN viability: inconclusive; MCF10A rerep: -1%; EPAC2 antag: 3%; ATXN2 expr inh: -8%; TGFb inhibitor: inconclusive; Nrf2 activator: 0.0%; Nrf2 inh: -4%

Results for C=C[C@H]1CN2CC[C@H]1C[C@@H]2[C@@H](O)c1ccnc2ccccc12 ?
A549 viability: 5%; HepG2 viability: 7%; ATXN viability: inactive; MCF10A rerep: 0%; EPAC2 antag: -6%; ATXN2 expr inh: 4%; TGFb inhibitor: 8%; Nrf2 activator: 1.0%; Nrf2 inh: inconclusive

Results for COc1cc(C(=O)N/N=C/C23CC[C@@H](O)CC2(O)CC[C@@H]2[C@@H]3CCC3(C)C(C4=CC(=O)OC4)CCC23O)ccc1O (some centres undefined) ?
A549 viability: -9%; HepG2 viability: -41%; ATXN viability: inactive; MCF10A rerep: inconclusive; EPAC2 antag: 10%; ATXN2 expr inh: inconclusive; TGFb inhibitor: 2%; Nrf2 activator: 2.4%; Nrf2 inh: inconclusive

Results for Cn1c(O)c(/C=C/C=Nc2ccccc2)c(=O)n(C)c1=S ?
A549 viability: inconclusive; HepG2 viability: 1%; ATXN viability: inconclusive; MCF10A rerep: -66%[inhibitor]; EPAC2 antag: 7%; ATXN2 expr inh: -12%; TGFb inhibitor: 3%; Nrf2 activator: 0.1%; Nrf2 inh: -7%

Fetched one by one from above, 3 records:
Results for COc1cc(C(=O)N/N=C/C23CC[C@@H](O)CC2(O)CC[C@@H]2[C@@H]3CCC3(C)C(C4=CC(=O)OC4)CCC23O)ccc1O (some centres undefined) ?
A549 viability: -9%; HepG2 viability: -41%; ATXN viability: inactive; MCF10A rerep: inconclusive; EPAC2 antag: 10%; ATXN2 expr inh: inconclusive; TGFb inhibitor: 2%; Nrf2 activator: 2.4%; Nrf2 inh: inconclusive

How did CCOC(=O)c1c(C)n(Cc2ccccc2)c2ccc(OCC(O)Cn3nc(C)nc3C)cc12 (centres undefined) do in these assays?
A549 viability: -9%; HepG2 viability: -25%; ATXN viability: inactive; MCF10A rerep: 10%; EPAC2 antag: -21%; ATXN2 expr inh: inconclusive; TGFb inhibitor: 0%; Nrf2 activator: 2.4%; Nrf2 inh: inconclusive

What do the screens show for `CCOC(=O)c1c(N)n(Cc2ccco2)c2nc3ccccc3nc12`?
A549 viability: 1%; HepG2 viability: -4%; MCF10A rerep: 582%[0.0737 µM]; EPAC2 antag: 9%; ATXN2 expr inh: -6%; TGFb inhibitor: -5%; Nrf2 activator: 3.8%; Nrf2 inh: 1%

(cont.)
What do the screens show for `CC(=O)Nc1ccc(OCCF)cc1`?
A549 viability: 4%; HepG2 viability: 1%; ATXN viability: inactive; MCF10A rerep: 13%; EPAC2 antag: -7%; ATXN2 expr inh: 5%; TGFb inhibitor: -2%; Nrf2 activator: -0.2%; Nrf2 inh: 19%

How did Brc1ccccc1CNCCc1ccc2c(c1)OCO2 do in these assays?
A549 viability: 8%; HepG2 viability: 1%; ATXN viability: inactive; MCF10A rerep: 6%; EPAC2 antag: 4%; ATXN2 expr inh: -1%; TGFb inhibitor: 18%; Nrf2 activator: 4.4%; Nrf2 inh: 1%

How did CCC(=NCC1CCCO1)c1c(O)n(-c2ccccc2C)c(=O)[nH]c1=O (centres undefined) do in these assays?
A549 viability: -10%; HepG2 viability: -31%; ATXN viability: inactive; MCF10A rerep: inconclusive; EPAC2 antag: 1%; ATXN2 expr inh: 1%; TGFb inhibitor: -17%; Nrf2 activator: -0.7%; Nrf2 inh: -10%

What do the screens show for `C=C[C@@]12CN(C)[C@H]3[C@H]1[C@@]1(C(=O)Nc4ccccc41)C1CC2[C@@H]3CO1`?
A549 viability: -1%; HepG2 viability: -18%; ATXN viability: inactive; MCF10A rerep: 4%; EPAC2 antag: -5%; ATXN2 expr inh: 1%; TGFb inhibitor: 8%; Nrf2 activator: 0.0%; Nrf2 inh: 5%

What do the screens show for `COc1ccc(Br)cc1CNCCc1ccc2c(c1)OCO2`?
A549 viability: -1%; HepG2 viability: -26%; MCF10A rerep: 6%; EPAC2 antag: -1%; ATXN2 expr inh: -24%; TGFb inhibitor: 2%; Nrf2 activator: -0.4%; Nrf2 inh: 0%

Results for C[C@H](CO)N1C[C@H](C)[C@@H](CN(C)C(=O)Oc2ccccc2)OCc2cnnn2CCCC1=O ?
HepG2 viability: -19%; ATXN viability: inactive; EPAC2 antag: -2%; ATXN2 expr inh: 8%; TGFb inhibitor: 11%; Nrf2 activator: 0.2%

What do the screens show for `Cc1ccc(N2C(=O)NC(=O)/C(=C\c3cnc(-c4ccccc4)nc3)C2=O)cc1`?
A549 viability: 4%; HepG2 viability: -10%; ATXN viability: inactive; MCF10A rerep: 1%; EPAC2 antag: 3%; ATXN2 expr inh: 0%; TGFb inhibitor: -15%; Nrf2 activator: 2.1%; Nrf2 inh: 1%

How did CCOC(=O)[C@]12Cc3ccccc3[C@H]1N(Cc1ccccc1)C(=O)c1cc(F)c(F)cc12 do in these assays?
ATXN viability: inconclusive; EPAC2 antag: -15%; ATXN2 expr inh: inconclusive; Nrf2 activator: 21%

How did CC(=NCc1cccnc1)c1c(O)n(-c2ccc(C)cc2)c(=O)[nH]c1=O do in these assays?
A549 viability: 1%; HepG2 viability: -7%; ATXN viability: inactive; MCF10A rerep: 2%; EPAC2 antag: 10%; ATXN2 expr inh: 3%; TGFb inhibitor: 16%; Nrf2 activator: 0.0%; Nrf2 inh: inconclusive

What do the screens show for `Cn1cc(C(=O)N2CCCCC2)c2ccccc21`?
A549 viability: 6%; HepG2 viability: -4%; ATXN viability: inactive; MCF10A rerep: -1%; EPAC2 antag: 0%; ATXN2 expr inh: -1%; TGFb inhibitor: -1%; Nrf2 activator: -0.4%; Nrf2 inh: -8%

Results for Cn1cccc1C1CCCN1CC(=O)Nc1ccc(C#N)c(Cl)c1 (centres undefined) ?
A549 viability: 1%; HepG2 viability: 2%; ATXN viability: inactive; MCF10A rerep: inconclusive; EPAC2 antag: -4%; ATXN2 expr inh: -34%; TGFb inhibitor: 4%; Nrf2 activator: 7.2%; Nrf2 inh: inconclusive

How did O=S(=O)(c1ccc(Cl)cc1Cl)N1CCCC1c1cccnc1 (centres undefined) do in these assays?
A549 viability: 9%; HepG2 viability: 9%; ATXN viability: inactive; MCF10A rerep: -2%; EPAC2 antag: 1%; ATXN2 expr inh: -4%; TGFb inhibitor: 2%; Nrf2 activator: 0.0%; Nrf2 inh: -11%

What do the screens show for `Cc1nnc(SCc2nc3ccccc3c(=O)n2-c2ccccc2Cl)n1N`?
A549 viability: 0%; HepG2 viability: -3%; ATXN viability: inactive; MCF10A rerep: 9%; EPAC2 antag: -1%; ATXN2 expr inh: -4%; TGFb inhibitor: 3%; Nrf2 activator: 0.7%; Nrf2 inh: inconclusive

How did CCOC(=O)Cn1cc(C(=O)c2ccccc2)c2ccccc21 do in these assays?
A549 viability: 0%; HepG2 viability: -8%; ATXN viability: inactive; MCF10A rerep: 3%; EPAC2 antag: -18%; TGFb inhibitor: -10%; Nrf2 activator: 0.2%; Nrf2 inh: 7%

Results for O=C(Nc1ccc(C(F)(F)F)cc1)OC1CN2CCC1CC2 (centres undefined) ?
A549 viability: 1%; HepG2 viability: -38%; ATXN viability: inactive; MCF10A rerep: inconclusive; EPAC2 antag: 3%; ATXN2 expr inh: 1%; TGFb inhibitor: -19%; Nrf2 activator: 3.3%; Nrf2 inh: 10%

What do the screens show for `COc1cc(CCN)ccc1O`?
A549 viability: 0%; HepG2 viability: 9%; ATXN viability: inactive; MCF10A rerep: 1%; EPAC2 antag: 8%; ATXN2 expr inh: -2%; TGFb inhibitor: 8%; Nrf2 activator: 0.5%; Nrf2 inh: 6%

Results for COc1ccc(C(=O)C2CCCN(CCO)C2)c(C)c1 (centres undefined) ?
A549 viability: 13%; HepG2 viability: -8%; ATXN viability: inactive; MCF10A rerep: -7%; EPAC2 antag: 14%; ATXN2 expr inh: -1%; TGFb inhibitor: 1%; Nrf2 activator: -0.4%[9.22 µM]; Nrf2 inh: 2%

High-throughput results (PubChem)

This is a subset (hit frequency here may not be typical).
